# Assay outcomes: PubChem, National Center for Advancing Translational Sciences (NCATS)
# SNCA expr inh: SNCA gene expression inhibition; HEK-293 SNCA-luciferase knock-in, luminescence, 24 h; 140,000 compounds, 0.17% hits; Potency, µM (titrated, usually from 57.2 µM), for inactives: at the top dose activity change, negative = inhibition, usual class: inhibitors; AID 1671194;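 further: potency means the concentration at half of the fitted maximal effect; plate controls were DMSO cells for no effect and cell-free wells for full effect; nearly all actives have a fitted effect of over 45% in size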
# GPT2 inh: inhibitors of human GPT2 alanine aminotransferase; Q8TD30; Recombinant GPT2, coupled pyruvate oxidase/HRP Amplex Red fluorescence; Potency, µM (series often up to 57.7 µM), for the others: at the top dose activity change, negative = inhibition, most hits filed as inhibitors; 100,000 compounds, 0.25% hits; AID 1671188; further: potency means the concentration at half of the fitted maximal effect; nearly all actives have a fitted effect of over 60% in size; many of its hits are not listed in these tables
#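 Inhibition is scored from Amplex Red fluorescence generated when pyruvate oxidase and HRP act on pyruvate released by GPT2. Reactions contain 10ng/uL enzyme, 250uM a-KG and 2mM L-alanine and run 30 min at room temperature.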
# Luciferase inh: inhibitors of firefly (Photinus pyralis) luciferase. Potency, µM (highest dose often 115 µM), without a hit: at the highest dose activity change, negative = inhibition, usual class: inhibitors. purified P. pyralis luciferase, luminescence, biochemical. 76,000 compounds, 2.5% hits. P08659; further: potency means the concentration at half of the fitted maximal effect; nearly all actives have a fitted effect of over 65% in size
# Target sequence (P08659 whole entry, looked up): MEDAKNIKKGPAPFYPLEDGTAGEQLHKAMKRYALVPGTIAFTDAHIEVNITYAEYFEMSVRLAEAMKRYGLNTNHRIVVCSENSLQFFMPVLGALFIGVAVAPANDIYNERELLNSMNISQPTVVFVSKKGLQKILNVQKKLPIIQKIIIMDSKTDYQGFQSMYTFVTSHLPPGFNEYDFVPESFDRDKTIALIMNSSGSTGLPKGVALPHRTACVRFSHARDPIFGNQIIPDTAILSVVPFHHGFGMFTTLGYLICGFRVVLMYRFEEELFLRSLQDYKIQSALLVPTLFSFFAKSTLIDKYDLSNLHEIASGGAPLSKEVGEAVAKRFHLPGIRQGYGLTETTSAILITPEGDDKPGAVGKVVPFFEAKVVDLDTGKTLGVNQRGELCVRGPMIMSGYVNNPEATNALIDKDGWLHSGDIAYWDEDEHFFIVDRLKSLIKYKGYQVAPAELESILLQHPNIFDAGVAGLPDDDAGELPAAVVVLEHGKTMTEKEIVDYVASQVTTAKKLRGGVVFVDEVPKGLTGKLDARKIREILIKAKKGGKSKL
#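 Biochemical qHTS: compound (6-point titration) added to 10uM D-luciferin plus 10uM ATP in Tris acetate pH 7.5 buffer with Mg, Tween-20 and BSA, then purified enzyme at 10nM; light output imaged.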
# 3T3 cytotox: cytotoxic compounds in NIH 3T3 cells | NIH 3T3 viability, CellTiter-Glo ATP luminescence, 48-72 h | AID 1345082 | 94,000 compounds, 4.3% hits | Potency, µM (highest dose often 96.7 µM), inactives show at the highest dose activity change, negative = cytotoxicity, hits mostly inhibitors; further: potency means the concentration at half of the fitted maximal effect; nearly all actives have a fitted effect of over 55% in size
#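 NIH 3T3 cells at 400 cells/well received 23 nL of compound by pintool and were incubated 48 or 72 h at 37 °C. Viability was read as ATP-coupled CellTiter-Glo luminescence.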
# HEK cytotox: kills HEK 293 cells; HEK 293 viability, ATP luminescence (CellTiter-Glo), 48-72 h; Potency, µM (doses to about 115 µM), for the others: at the highest dose activity change, negative = cytotoxicity, actives largely listed as inhibitors; 94,000 compounds, 6.6% hits; further: potency means the concentration at half of the fitted maximal effect; nearly all actives have a fitted effect of over 60% in size
#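 Viability of HEK 293 cells, plated at 250 cells/well, was judged by cellular ATP after compound treatment for 48 or 72 hr. Luminescence was imaged 10 min after CellTiter-Glo addition at room temperature.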
# IP6K1 inhibitor: blocks human inositol hexakisphosphate kinase 1. Q92551. IP6K1 kinase, ADP-Glo luminescence, 2 h; hits give low values. activity change, % (series mostly up to about 58 µM). 140,000 compounds, 0.81% hits. AID 1645851; in the data active means activity change below about -25%
# Target sequence (Q92551 whole entry, looked up): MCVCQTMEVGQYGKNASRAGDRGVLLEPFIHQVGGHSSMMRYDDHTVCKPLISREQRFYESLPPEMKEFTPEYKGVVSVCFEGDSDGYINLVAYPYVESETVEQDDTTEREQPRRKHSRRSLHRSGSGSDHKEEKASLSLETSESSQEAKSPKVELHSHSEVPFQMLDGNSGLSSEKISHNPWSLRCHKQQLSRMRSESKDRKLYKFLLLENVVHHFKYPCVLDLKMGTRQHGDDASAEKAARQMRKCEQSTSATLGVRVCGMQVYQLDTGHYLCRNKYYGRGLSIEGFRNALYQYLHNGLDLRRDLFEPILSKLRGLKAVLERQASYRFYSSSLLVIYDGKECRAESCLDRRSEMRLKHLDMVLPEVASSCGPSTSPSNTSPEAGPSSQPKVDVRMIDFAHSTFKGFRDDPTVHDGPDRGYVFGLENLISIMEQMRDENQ
#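 ADP-Glo luminescence measures ADP made by human IP6K1 during a 2 h RT reaction with ATP/IP6 (mix at 1.3 mM/130 uM); top library doses 57.5 and 19.1 uM final.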
# HEK293 viab: reduces viability of HEK-293 SNCA reporter cells. HEK-293-SNCA-luc viability, GF-AFC fluorescence, 24 h. Potency, µM (titrated, usually from 57.1 µM), inactives show at the highest dose activity change, negative = cytotoxicity, usual class: cytotoxic. 150,000 compounds, 0.12% hits;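 further: potency means the concentration at half of the fitted maximal effect; 0% = DMSO-treated cells and -100% = medium-only wells without cells; nearly all actives have a fitted effect of over 30% in size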
#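 HEK-293-SNCA-luc cells (1500/well) plated 24 h, then exposed 24 h to a dilution series; GF-AFC added 30 min at 37C, fluorescence 405/540 nm; normalised to medium-only and DMSO wells, Hill fit.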
# The depositor's hits bear a star; i = inactive; ? = inconclusive; · = no result given; [ ] = remark or other dose. Unless noted, the call rests on the fitted dose curve; in most records, active means well fitted curve in the direction sought with a large enough effect; inconclusive means small, poorly fitted or top-dose-only effect, or another doubt; inactive means no such curve, though single readings can be large; an effect the other way counts as inactive or inconclusive. Unless noted, on the % scale 0 is the no-effect control and ±100 the full control effect. A portion of the library, so the mix of outcomes need not match the whole.
SMILES,SNCA expr inh,GPT2 inh,Luciferase inh,3T3 cytotox,HEK cytotox,IP6K1 inhibitor,HEK293 viab
Cc1ncc(C(=O)N2C[C@@H](C(=O)O)[C@H](c3ccc4c(c3)OCO4)C2)c(C)n1,?,i,8%,i,1%,7,11%
C[S+](=O)([O-])NCc1nnc2n1C(C(=O)NCCc1ccccc1F)CC2 (stereo not given),-23%,i,·,-17%,i,0,5%
COc1ccc(NC(=O)C2CN(S(=O)(=O)C3CC3)CC23CCCCC3)cc1 (stereo not given),8%,i,-23%,-30%,-17%,23,-3%
C[C@@H](NC(=O)c1cc(C(=O)N[C@@H](Cc2ccccc2)[C@H](O)CNC2CC2)cc(N(C)S(C)(=O)=O)c1)c1ccccc1,·,-6%,·,·,·,0,-13%
O=C(c1ccc2[nH]ccc2c1)N1CCCN(c2cc(-c3ccc(F)cc3)[nH]n2)CC1,?,?,-19%,-13%,?,28,-22%
CC(=O)N[C@H]1CCN(C(=O)C[C@@H]2[C@H](O)CCC3[C@](C)(CO)[C@H](OC(=O)Nc4cccc(C(F)(F)F)c4)CC[C@]32C)C1 (stereo not given in full),?,i,-2%,-12%,2%,-18,-2%
CCC(NC(=O)c1cnc(-c2ccccc2)nc1-c1ccncc1)c1ccc(OC)cc1 (stereo not given),-28%,-7%,7%,?,?,5,-11%
O=C([C@@H]1C[C@H](F)CN1C(=O)c1cccs1)N1CCCCC1,-16%,3%,-10%,-16%,-14%,-7,-3%
NC(=O)c1ccc(NC(=O)Cn2nc3c(cc2=O)CCCCC3)cc1,13%,i,-4%,-12%,-17%,12,3%
CCNC(=O)N(C1CC1)C1CCOC2(CCN(C(=O)Nc3ccc(OC)cc3)CC2)C1 (stereo not given),-5%,i,5%,-8%,i,-5,1%
COc1ccc(CC(=O)N2CCC3(CC2)CC(O)CCO3)cc1 (stereo not given),18%,-2%,-18%,-6%,-20%,0,-6%
O=C(Cc1[nH]nc2ccccc12)N[C@H](c1ccc2c(c1)CCO2)C1CC(O)C1 (stereo not given in full),43%[activator],i[11.5 µM],-5%,-24%,-4%,-36*,2%
CCc1nn(C(CC)C(=O)NCc2ccc(F)cc2)c(=O)c2cc3occc3n12 (stereo not given),35%[activator],·,·,·,·,-12,-22%
COc1ccc(CCNC(=O)CCc2cn(Cc3ccccc3Cl)c3ccccc23)c(OC)c1,-3%,·,·,·,·,20,2%
FC1(F)C[C@@H](c2nnc(C3CC3)o2)N(C2CCSCC2)C1,18%,i,-2%,-13%,-4%,31,1%
Cc1ccc(-c2noc(CNS(=O)(=O)c3ccc(F)cc3)n2)cc1,-5%,·,·,·,·,-23,2%
O=C(Nc1cccc(F)c1)C1CCCN(Cc2cccc(-c3cccs3)c2)C1 (stereo not given),·,·,·,?,32µM*,4,·
COc1ccc(Nc2cc3c(cn2)CN(CCc2ccccc2)CCN3)cc1,-22%[87.6 µM],5%[88.5 µM],?,25µM*,32µM*,-12,-28%[87.6 µM]
O=C(CN1C(=O)C(c2ccccc2)=NC12CCCCCC2)NC1CCCC1,-10%,i,-13%,-13%,-7%,20,-16%[12.5 µM]
CC(C)c1ccc(Nc2n[nH]c(C(O)C3CC3)n2)cc1 (stereo not given),71%[activator][87.6 µM],i,16µM*,?,?,21,7%[87.6 µM]
N#Cc1ccc(S(=O)(=O)N2C[C@@H](Oc3ccccc3)C[C@H]2C(=O)N2CCOCC2)cc1,-1%,i,·,-1%,i,17,12%
COc1ccc(Nc2cc(C(=O)NC3CCCC3)c3ccccc3n2)cc1,25%,·,·,·,·,13,-1%
Cc1ccccc1C(=O)N1CCCC(Nc2ccc(F)cc2)C1 (stereo not given),?,2%,12%,-19%,?,0,?
O=C1c2c(-c3nc(-c4ccsc4)no3)nnn2CCN1Cc1cccc(Cl)c1,0%,i,-17%,-21%,?,1,-3%[12.5 µM]
Cc1ccccc1NC(=O)c1ccc2c(c1)OCCN(C1CCC1)C2,47%[activator][87.6 µM],-21%[88.5 µM],?,?,?,-4,-14%[87.6 µM]

# Next section.
SMILES,SNCA expr inh,GPT2 inh,Luciferase inh,3T3 cytotox,HEK cytotox,IP6K1 inhibitor,HEK293 viab
Cc1cccc(-c2nnc3n(CCc4ccccc4)c(=O)c4ccccc4n23)c1,?,·,·,·,·,17,?
Cc1ccc(CNC(=O)c2ccc(N3CCCC3)c(NC(=O)Nc3ccc(F)c(Cl)c3)c2)cc1,-12%,·,·,·,·,-2,2%
O=C(COc1ccccc1)N1CCC2(CC1)CC(N1CCN(c3ccccc3)CC1)CCO2 (stereo not given),-12%,i,-1%,-10%,-7%,-5,5%
COc1cccc([S+](=O)([O-])NC[C@@H]2CC[C@H]3C[C@@H]2C3(C)C)c1,7.1µM*,-10%[88.5 µM],-2%[172 µM],?,100µM*,2,?
CCc1ccccc1N(CC)C(=O)C(=O)Nc1ccc2nc3n(c(=O)c2c1)CCCCC3,-24%,·,·,·,·,-16,-23%
COCCCn1c(C)cnc1C1CCN(C(=O)COc2ccccc2)C1 (stereo not given),22%,i,-3%,-2%,i,6,7%
O=C(c1ccc(CSc2nc3ccncc3n2Cc2ccccc2)cc1)N1CCCCCC1,1%,·,·,·,·,-9,?
c1cc2c(cc1OC1CNC1)OCO2,2%[87.6 µM],i,·,-5%[174 µM],-5%[230 µM],-12,0%[87.6 µM]
CC(=O)NC1CC(=O)N(c2ccc3c(c2)OCCO3)C1 (stereo not given),42%[activator],·,·,·,·,15,8%
COc1cccc(CNC(=O)Cn2ncn3nc(-c4cccs4)cc3c2=O)c1,-7%,·,·,·,·,23,2%
CCCN(CC1CCOC1)S(=O)(=O)c1cc(OC)ccc1OC (stereo not given),-1%,i,-7%,-9%,0%,2,4%
O=C(Cn1ncc2c([nH]c3ccccc32)c1=O)NCc1cccc(Cl)c1,-10%,·,·,·,·,-2,13%
COc1cc(C(=O)NC2CC(=O)N(c3cccc(F)c3)C2)cc(OC)c1OC (stereo not given),?,·,·,·,·,16,4%
Cc1nonc1OCCn1cc(C2CCCNC2)nn1 (stereo not given),23%,?,0%,-1%,i,15,0%
CC(=O)NC(CO)C(=O)N1CCc2onc(-c3cccc4ccccc34)c2C1 (stereo not given),7%,i,-1%,-16%,-6%,4,-11%
COc1cccc(-c2ccc(C(=O)N3CCC(C(=O)NCc4ccc(F)cc4)CC3)cc2)c1,8%,i,·,?,?,0,0%[12.5 µM]
Oc1ccc(Cl)cc1Sc1cc(Cl)ccc1O,-33%[25.6 µM],i,·,·,·,3,-10%[23.9 µM]
Cn1cccc1C(=O)NCC(=O)N1CCCCCNC(=O)CC1c1ccccc1 (stereo not given),52%[activator],-7%,1%,-14%,-9%,10,-6%
CC(=O)Nc1ccc(CN2CCN3C(=O)N(c4ccccn4)C[C@H]3C2)cc1,111%[activator][87.6 µM],-3%[88.5 µM],?,-4%[174 µM],i,-3,-4%[87.6 µM]
CCN(CCCNC(=O)CSc1cc(=O)n(C)c2cc(Cl)ccc12)c1ccccc1,15%,·,·,·,·,-7,5%
O=C(Cc1cccc(F)c1)NC1CCCN(c2cc(-c3ccc(F)cc3)[nH]n2)C1 (stereo not given),-15%,4%,-3%,-16%,-27%,15,-13%
O=C(c1cccs1)N1CCC(N2C(=O)[C@H]3CN(Cc4ccccc4)C[C@H]3C2=O)CC1,37%[activator],-2%,·,-17%,?,16,5%
CCCCOc1ccc(C(=O)Nc2cc(-c3cn4cccnc4n3)ccc2OC)cc1,19%,·,·,·,·,10,5%
CCOc1ccc2nc(N3CCCC(C(=O)Nc4ccc(OC)c(Cl)c4)C3)sc2c1 (stereo not given),51%[activator],·,·,·,·,-8,12%
COc1cc(NC(=O)CCc2c(C)nn(-c3ccc4nnc(C)n4n3)c2C)cc(OC)c1OC,17%,·,·,·,·,-9,-6%
Cc1ccccc1CNC(=O)c1cccc(NC(=O)c2nsc3ccccc23)c1,64%[activator],·,·,·,·,12,-1%
CCOc1ccc(CN2C[C@@H](NC(=O)COC)C[C@H]2CO)cc1,6%,-9%,-17%,?,-29%,-10,14%
Cc1ccc(-n2nc3n(c2=O)CCN(C(=O)N(C)C)C3)cc1,48%[activator][87.6 µM],-5%[88.5 µM],-22%[172 µM],-18%[138 µM],-6%[172 µM],-7,2%[87.6 µM]
Cc1ccc(C(=O)N2CCOC(c3ccc(Cl)c(Cl)c3)C2)c(=O)n1C (stereo not given),-16%,4%,-13%,?,?,-7,12%
COc1cccc(O)c1CN1CCC2(CC1)Cc1ccccc1CNC2=O,0%,i,·,0%,-8%,3,-11%

# Two entries from above, reformatted.
SMILES | SNCA expr inh | GPT2 inh | Luciferase inh | 3T3 cytotox | HEK cytotox | IP6K1 inhibitor | HEK293 viab
O=C(Nc1cccc(F)c1)C1CCCN(Cc2cccc(-c3cccs3)c2)C1 (stereo not given) | · | · | · | ? | 32µM* | 4 | ·
COc1ccc(Nc2cc3c(cn2)CN(CCc2ccccc2)CCN3)cc1 | -22%[87.6 µM] | 5%[88.5 µM] | ? | 25µM* | 32µM* | -12 | -28%[87.6 µM]

# Compounds shown so far containing a Cl atom, in the order listed:
SMILES,SNCA expr inh,GPT2 inh,Luciferase inh,3T3 cytotox,HEK cytotox,IP6K1 inhibitor,HEK293 viab
COc1ccc(CCNC(=O)CCc2cn(Cc3ccccc3Cl)c3ccccc23)c(OC)c1,-3%,·,·,·,·,20,2%
O=C1c2c(-c3nc(-c4ccsc4)no3)nnn2CCN1Cc1cccc(Cl)c1,0%,i,-17%,-21%,?,1,-3%[12.5 µM]
Cc1ccc(CNC(=O)c2ccc(N3CCCC3)c(NC(=O)Nc3ccc(F)c(Cl)c3)c2)cc1,-12%,·,·,·,·,-2,2%
O=C(Cn1ncc2c([nH]c3ccccc32)c1=O)NCc1cccc(Cl)c1,-10%,·,·,·,·,-2,13%
Oc1ccc(Cl)cc1Sc1cc(Cl)ccc1O,-33%[25.6 µM],i,·,·,·,3,-10%[23.9 µM]
CCN(CCCNC(=O)CSc1cc(=O)n(C)c2cc(Cl)ccc12)c1ccccc1,15%,·,·,·,·,-7,5%
CCOc1ccc2nc(N3CCCC(C(=O)Nc4ccc(OC)c(Cl)c4)C3)sc2c1 (stereo not given),51%[activator],·,·,·,·,-8,12%
Cc1ccc(C(=O)N2CCOC(c3ccc(Cl)c(Cl)c3)C2)c(=O)n1C (stereo not given),-16%,4%,-13%,?,?,-7,12%
